Source: PubChem (NMMLSC)
CIT2-GFP yeast – yeast TOR pathway CIT2-GFP modulation; S. cerevisiae CIT2-GFP strain, flow cytometry, 3 h; 100 means same as DMSO wells; GFP response vs DMSO, % at 10 µM; actives 0.065% (n = 320,000); AID 2029;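 active = GFP response relative to DMSO above a set limit, near the screen mean plus 3 SD, cut at about 150% in these data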;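 also: ratio of well median GFP fluorescence to mean of DMSO wells on the plate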
RPL19A TOR yeast – modulators of TOR pathway RPL19A-GFP in S. cerevisiae; S. cerevisiae RPL19A-GFP strain, flow cytometry, 3 h; active compounds read low; percent response vs DMSO, % at 10 µM; actives 0.3% (n = 330,000);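 active = percent response vs DMSO below 50%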;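 also: median channel GFP fluorescence of the barcoded RPL19A-GFP strain; ratio of sample median GFP to plate DMSO average so 100% = DMSO; lower means less RPL19A-GFP as with rapamycin TOR inhibition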
CR mimetic SO – yeast age-related superoxide inhibition as caloric restriction mimetic | S. cerevisiae aged cells, superoxide DHE fluorescence; active compounds read low | superoxide response (% of plate mean), % at 10 µM | actives 0.18% (n = 330,000) | AID 2690;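 active = superoxide response under a set limit, about three screen SD below normal, cut at about 65% in these data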;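 also: yeast aged for seven days with compound at 30 °C before DHE staining; 100% = average MFI of all compound-treated wells on the plate with controls excluded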
GRK2 inh – human GRK2 inhibition via aptamer displacement | P25098 | bead flow cytometry, FAM-aptamer displacement from GRK2 | inhibition of aptamer binding, % at 10 µM | AID 488847 | actives 0.59% (n = 330,000);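 active = inhibition of aptamer binding above 40%, roughly 3 SD of noise, on plates passing a quality check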;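 also: median bead fluorescence of bound FAM aptamer so fluorescent compounds give negative values; no value below 0 was filed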
VLA-4 inh – inhibition in a human VLA-4 binding assay; P13612; VLA-4 expressing cells, ligand binding flow cytometry; inhibition, % (about 7 µM as worked out from the volumes in the protocol); actives 0.2% (n = 330,000); in the data active = inhibition above about 50%
Target sequence (P13612 whole entry, looked up): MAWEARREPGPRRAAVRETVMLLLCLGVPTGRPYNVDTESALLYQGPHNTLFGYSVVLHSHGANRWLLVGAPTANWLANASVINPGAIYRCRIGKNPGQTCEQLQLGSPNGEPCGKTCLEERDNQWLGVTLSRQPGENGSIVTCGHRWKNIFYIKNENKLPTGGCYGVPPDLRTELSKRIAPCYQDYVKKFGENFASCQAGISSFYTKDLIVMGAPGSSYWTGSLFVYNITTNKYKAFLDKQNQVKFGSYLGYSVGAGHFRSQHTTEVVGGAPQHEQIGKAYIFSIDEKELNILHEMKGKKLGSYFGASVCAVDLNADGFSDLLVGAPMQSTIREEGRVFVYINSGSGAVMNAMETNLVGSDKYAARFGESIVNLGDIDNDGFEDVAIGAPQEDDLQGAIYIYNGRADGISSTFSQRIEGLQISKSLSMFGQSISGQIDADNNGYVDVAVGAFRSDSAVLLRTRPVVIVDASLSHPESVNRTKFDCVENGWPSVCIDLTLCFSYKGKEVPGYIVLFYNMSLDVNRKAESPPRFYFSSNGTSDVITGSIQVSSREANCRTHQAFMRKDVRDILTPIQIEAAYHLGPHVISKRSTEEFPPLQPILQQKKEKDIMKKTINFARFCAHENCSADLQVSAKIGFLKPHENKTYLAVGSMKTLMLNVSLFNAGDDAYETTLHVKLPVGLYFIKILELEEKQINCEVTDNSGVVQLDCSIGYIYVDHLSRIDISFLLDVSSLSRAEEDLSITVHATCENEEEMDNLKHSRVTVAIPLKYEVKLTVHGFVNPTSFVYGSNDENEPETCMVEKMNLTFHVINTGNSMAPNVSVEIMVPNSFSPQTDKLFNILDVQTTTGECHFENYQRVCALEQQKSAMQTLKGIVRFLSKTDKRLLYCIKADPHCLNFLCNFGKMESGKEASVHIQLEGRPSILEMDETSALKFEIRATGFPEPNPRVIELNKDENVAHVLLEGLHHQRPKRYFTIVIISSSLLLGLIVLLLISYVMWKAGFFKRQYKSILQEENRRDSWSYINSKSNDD
AGP1-GFP MLPCN – yeast TOR pathway AGP1-GFP modulation | S. cerevisiae AGP1-GFP multiplex flow cytometry, 3 h; GFP as percent of DMSO wells | GFP response vs DMSO, % at 10 µM | actives 0.02% (n = 320,000);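 active = GFP response relative to DMSO above a set limit, near screen average plus 3 SD, cut at about 150% in these data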;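 also: median GFP channel fluorescence of the gated AGP1 strain per well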
LAP4 TOR yeast – yeast TOR pathway LAP4-GFP modulation. AID 2023. S. cerevisiae LAP4-GFP multiplex, flow cytometry GFP, 3 h; median GFP as percent of DMSO wells. GFP response vs DMSO, % at 10 µM. actives 0.34% (n = 320,000);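 active = GFP response vs DMSO above a set limit, about the screen mean plus 3 SD, cut at about 150% in these data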
MEP2-GFP yeast – modulators of TOR pathway MEP2-GFP in S. cerevisiae; S. cerevisiae MEP2-GFP strain, flow cytometry GFP, 3 h; 100% = DMSO control level; actives 0.51% (n = 330,000); GFP response vs DMSO, % at 10 µM;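 active = GFP response versus DMSO above a set limit, roughly screen mean plus 3 SD, cut at about 180% in these data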;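 also: median GFP fluorescence of the barcode-gated MEP2-GFP cells per well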
Active calls of the source: *.

COC(=O)Nc1sc2nc(C)cc(C)c2c1-n1cccc1 was read as CIT2-GFP yeast 99, RPL19A TOR yeast 96, CR mimetic SO 93, GRK2 inh 0, VLA-4 inh -13, AGP1-GFP MLPCN 95, LAP4 TOR yeast 95 and MEP2-GFP yeast 106.
Screening CC(=O)Nc1ccc(N=Nc2ccc(O)cc2)cc1 returned CIT2-GFP yeast 95, RPL19A TOR yeast 101, CR mimetic SO 96, GRK2 inh 0, VLA-4 inh 20, AGP1-GFP MLPCN 96, LAP4 TOR yeast 102 and MEP2-GFP yeast 100.
For O=C(c1cc2sccc2n1Cc1ccccc1)N1CCN(c2nc3ccccc3s2)CC1 the results were CIT2-GFP yeast 101, RPL19A TOR yeast 100, CR mimetic SO 87, GRK2 inh 3, VLA-4 inh 1, AGP1-GFP MLPCN 103, LAP4 TOR yeast 103 and MEP2-GFP yeast 100.
For Cc1ccccc1CN1CCC(n2nccc2NC(=O)CCOc2ccccc2)CC1 the results were CIT2-GFP yeast 96, RPL19A TOR yeast 101, CR mimetic SO 89, GRK2 inh 0, VLA-4 inh 5, AGP1-GFP MLPCN 96, LAP4 TOR yeast 84 and MEP2-GFP yeast 96.
For COc1ccc(-n2nc3c(c2NC(=O)c2c(F)cccc2Cl)CS(=O)C3)cc1 (stereo not drawn) the results were CIT2-GFP yeast 100, RPL19A TOR yeast 101, CR mimetic SO 88, GRK2 inh 2, VLA-4 inh 7, AGP1-GFP MLPCN 101, LAP4 TOR yeast 100 and MEP2-GFP yeast 106.
Cc1cc(C)c(CN2CCC(n3nccc3NC(=O)C3CCCC3)CC2)cc1C was read as CIT2-GFP yeast 102, RPL19A TOR yeast 105, CR mimetic SO 98, GRK2 inh 1, VLA-4 inh 2, AGP1-GFP MLPCN 102, LAP4 TOR yeast 101 and MEP2-GFP yeast 113.
`CN(C)S(=O)(=O)c1ccc(Cl)c(C(=O)NNC(=O)c2ccc3c(c2)OCO3)c1` gave CIT2-GFP yeast 92, RPL19A TOR yeast 104, CR mimetic SO 78, GRK2 inh 0, VLA-4 inh 18, AGP1-GFP MLPCN 107, LAP4 TOR yeast 106 and MEP2-GFP yeast 102.
For CCCn1nnc(NC(=O)/C=C/c2ccco2)n1 the results were CIT2-GFP yeast 97, RPL19A TOR yeast 101, CR mimetic SO 95, GRK2 inh 0, VLA-4 inh -8, AGP1-GFP MLPCN 106, LAP4 TOR yeast 115 and MEP2-GFP yeast 98.
`Cc1cc(NC(=O)COC(=O)c2ccccc2[N+](=O)[O-])no1` gave CIT2-GFP yeast 86, RPL19A TOR yeast 92, CR mimetic SO 110, GRK2 inh 0, VLA-4 inh -6, AGP1-GFP MLPCN 85, LAP4 TOR yeast 94 and MEP2-GFP yeast 92.
Screening Cc1cc(O)c(C(=O)/C=C/c2ccccc2Br)c(=O)o1 returned CIT2-GFP yeast 82, RPL19A TOR yeast 98, CR mimetic SO 103, GRK2 inh 3, VLA-4 inh 1, AGP1-GFP MLPCN 85, LAP4 TOR yeast 91 and MEP2-GFP yeast 96.
For CCN(C(=O)c1ccnc(C(C)(C)C)c1)c1ccccc1 the results were CIT2-GFP yeast 104, RPL19A TOR yeast 96, CR mimetic SO 73, GRK2 inh 0, VLA-4 inh -9, AGP1-GFP MLPCN 100, LAP4 TOR yeast 100 and MEP2-GFP yeast 100.
`Cc1cc(-c2nc3ncccc3o2)ccc1N` gave CIT2-GFP yeast 105, RPL19A TOR yeast 98, CR mimetic SO 128, GRK2 inh 0, VLA-4 inh -20, AGP1-GFP MLPCN 103, LAP4 TOR yeast 104 and MEP2-GFP yeast 102.
For CCCc1c(C)c2ccc(OCC(C)=O)cc2oc1=O the results were CIT2-GFP yeast 87, RPL19A TOR yeast 94, CR mimetic SO 106, GRK2 inh 2, VLA-4 inh 18, AGP1-GFP MLPCN 95, LAP4 TOR yeast 108 and MEP2-GFP yeast 98.
For O=C1c2cccc(Cl)c2C(=O)c2c1cccc2N1CCCC1 the results were CIT2-GFP yeast 82, RPL19A TOR yeast 96, CR mimetic SO 96, GRK2 inh 2, VLA-4 inh 1, AGP1-GFP MLPCN 93 and MEP2-GFP yeast 111.
`CNC(=O)NC(=O)C(C)OC(=O)CCCSc1nc2ccccc2s1` (stereo not drawn) gave CIT2-GFP yeast 106, RPL19A TOR yeast 107, CR mimetic SO 98, GRK2 inh 6, VLA-4 inh 9, AGP1-GFP MLPCN 103, LAP4 TOR yeast 104 and MEP2-GFP yeast 107.
For COC(=O)c1ccc(N2CCN(c3ccccc3)CC2)nc1 the results were CIT2-GFP yeast 95, RPL19A TOR yeast 95, CR mimetic SO 92, GRK2 inh 0, VLA-4 inh 5, AGP1-GFP MLPCN 94, LAP4 TOR yeast 105 and MEP2-GFP yeast 102.
C=CCSc1nc2sc(-c3ccccc3)cc2c(=O)n1N was read as CIT2-GFP yeast 94, RPL19A TOR yeast 91, CR mimetic SO 109, GRK2 inh 0, VLA-4 inh 20, AGP1-GFP MLPCN 88, LAP4 TOR yeast 97 and MEP2-GFP yeast 109.
Screening Cc1ccc2c(c1)N(S(=O)(=O)c1ccc(CN3C(=O)c4cccnc4C3=O)s1)CCO2 returned CIT2-GFP yeast 106, RPL19A TOR yeast 102, CR mimetic SO 91, GRK2 inh 0, VLA-4 inh 3, AGP1-GFP MLPCN 109, LAP4 TOR yeast 106 and MEP2-GFP yeast 110.
CC(C#N)Sc1ccc(S(=O)(=O)N2CCCCC2)cn1 (stereo not drawn) was read as CIT2-GFP yeast 101, RPL19A TOR yeast 95, CR mimetic SO 87, GRK2 inh 0, VLA-4 inh 4, AGP1-GFP MLPCN 94, LAP4 TOR yeast 99 and MEP2-GFP yeast 95.
Screening O=C(c1cccc(OC(F)F)c1)N1CCN(c2ncccn2)CC1 returned CIT2-GFP yeast 104, RPL19A TOR yeast 99, CR mimetic SO 99, GRK2 inh 0, VLA-4 inh -3, AGP1-GFP MLPCN 98, LAP4 TOR yeast 100 and MEP2-GFP yeast 100.
For C/C(CC(C)C)=N\Nc1ccc(S(N)(=O)=O)cc1[N+](=O)[O-] the results were CIT2-GFP yeast 102, RPL19A TOR yeast 105, CR mimetic SO 104, GRK2 inh 2, VLA-4 inh -4, AGP1-GFP MLPCN 97, LAP4 TOR yeast 94 and MEP2-GFP yeast 97.
Screening O=[N+]([O-])c1ccc(Sc2n[nH]c(-c3ccccc3)n2)nc1 returned CIT2-GFP yeast 103, RPL19A TOR yeast 97, CR mimetic SO 108, GRK2 inh 0, VLA-4 inh -3, AGP1-GFP MLPCN 106, LAP4 TOR yeast 98 and MEP2-GFP yeast 102.
For O=C(Nc1ccccc1Cc1ccccc1)c1oc2ccccc2c1COc1ccccc1 the results were CIT2-GFP yeast 97, RPL19A TOR yeast 98, CR mimetic SO 96, GRK2 inh 22, VLA-4 inh 6, AGP1-GFP MLPCN 98, LAP4 TOR yeast 92 and MEP2-GFP yeast 98.
`COc1cc2nc3occc3c(OC)c2cc1OC` gave CIT2-GFP yeast 90, RPL19A TOR yeast 108, CR mimetic SO 104, GRK2 inh 0, VLA-4 inh 21, AGP1-GFP MLPCN 87, LAP4 TOR yeast 121 and MEP2-GFP yeast 89.

2 records drawn at random from the list so far:
`CN(C)S(=O)(=O)c1ccc(Cl)c(C(=O)NNC(=O)c2ccc3c(c2)OCO3)c1` gave CIT2-GFP yeast 92, RPL19A TOR yeast 104, CR mimetic SO 78, GRK2 inh 0, VLA-4 inh 18, AGP1-GFP MLPCN 107, LAP4 TOR yeast 106 and MEP2-GFP yeast 102.
Screening O=[N+]([O-])c1ccc(Sc2n[nH]c(-c3ccccc3)n2)nc1 returned CIT2-GFP yeast 103, RPL19A TOR yeast 97, CR mimetic SO 108, GRK2 inh 0, VLA-4 inh -3, AGP1-GFP MLPCN 106, LAP4 TOR yeast 98 and MEP2-GFP yeast 102.

(further entries)
Screening CC(=O)N1CCN(C(=O)COC(=O)c2ccc(S(C)(=O)=O)cc2)CC1 returned CIT2-GFP yeast 109, RPL19A TOR yeast 103, CR mimetic SO 116, GRK2 inh 0, VLA-4 inh 8, AGP1-GFP MLPCN 102, LAP4 TOR yeast 92 and MEP2-GFP yeast 98.
Cc1ccc(C2(C(F)(F)F)N=C3Sc4cc(C)cc(C)c4N3C(=O)N2)cc1 (stereo not drawn) was read as CIT2-GFP yeast 103, RPL19A TOR yeast 101, CR mimetic SO 106, GRK2 inh 0, VLA-4 inh 24, AGP1-GFP MLPCN 101, LAP4 TOR yeast 98 and MEP2-GFP yeast 103.
Screening COCCn1c(=NC(=O)C(C)(C)C)sc2cc([N+](=O)[O-])ccc21 returned CIT2-GFP yeast 99, RPL19A TOR yeast 102, CR mimetic SO 97, GRK2 inh 4, VLA-4 inh -10, AGP1-GFP MLPCN 95, LAP4 TOR yeast 88 and MEP2-GFP yeast 97.
Screening Cc1ccc(-c2csc3ncnc(N4CCN(c5ccccc5O)CC4)c23)cc1 returned CIT2-GFP yeast 105, RPL19A TOR yeast 107, CR mimetic SO 89, GRK2 inh 2, VLA-4 inh 3, AGP1-GFP MLPCN 105, LAP4 TOR yeast 103 and MEP2-GFP yeast 103.
Screening COc1ccc(C(=O)N2CCN(c3cccc(Cl)c3)CC2)c(OC)c1 returned CIT2-GFP yeast 108, RPL19A TOR yeast 102, CR mimetic SO 104, GRK2 inh 0, VLA-4 inh -2, AGP1-GFP MLPCN 107, LAP4 TOR yeast 109 and MEP2-GFP yeast 108.
For Cc1ccc(NC(=O)C2CC(=O)n3c(nc4ccccc43)N2)cc1Cl (stereo not drawn) the results were CIT2-GFP yeast 107, RPL19A TOR yeast 97, CR mimetic SO 99, GRK2 inh 0, VLA-4 inh 16, AGP1-GFP MLPCN 106, LAP4 TOR yeast 106 and MEP2-GFP yeast 109.
Screening CCOc1ccc(CCNC(=O)Cn2nc(C)c3c(C)n(-c4ccccc4)nc3c2=O)cc1OCC returned CIT2-GFP yeast 105, RPL19A TOR yeast 103, CR mimetic SO 100, GRK2 inh 1, VLA-4 inh -4, AGP1-GFP MLPCN 115, LAP4 TOR yeast 109 and MEP2-GFP yeast 99.
For CN(Cc1nccs1)C(=O)c1ccc(OC2CCN(Cc3ccccn3)CC2)cc1 the results were CIT2-GFP yeast 93, RPL19A TOR yeast 101, CR mimetic SO 103, GRK2 inh 5, VLA-4 inh 9, AGP1-GFP MLPCN 101, LAP4 TOR yeast 103 and MEP2-GFP yeast 102.
Screening Cc1cc(C)c(C)c(S(=O)(=O)NCc2ccc(C(=O)N3CCOCC3)cc2)c1C returned CIT2-GFP yeast 104, RPL19A TOR yeast 104, CR mimetic SO 98, GRK2 inh 0, VLA-4 inh -1, AGP1-GFP MLPCN 105, LAP4 TOR yeast 95 and MEP2-GFP yeast 93.
`Cc1nc2ccccc2c(=O)n1/N=C/c1ccccn1` gave CIT2-GFP yeast 104, RPL19A TOR yeast 103, CR mimetic SO 98, GRK2 inh 0, VLA-4 inh 17, AGP1-GFP MLPCN 106, LAP4 TOR yeast 110 and MEP2-GFP yeast 106.
Screening O=C(CCl)Nc1cccc(S(=O)(=O)NC2=NCCC2)c1 returned CIT2-GFP yeast 97, RPL19A TOR yeast 100, CR mimetic SO 90, GRK2 inh 2, VLA-4 inh 4, AGP1-GFP MLPCN 100, LAP4 TOR yeast 104 and MEP2-GFP yeast 109.
Screening Cc1ccc(NC(=O)CSc2nnc(NC(=O)CN3CCOCC3)s2)cc1 returned CIT2-GFP yeast 97, RPL19A TOR yeast 108, CR mimetic SO 109, GRK2 inh 4, VLA-4 inh 7, AGP1-GFP MLPCN 101, LAP4 TOR yeast 102 and MEP2-GFP yeast 110.
For CCc1ccccc1N1CC(C(=O)O)CC1=O (stereo not drawn) the results were CIT2-GFP yeast 104, RPL19A TOR yeast 107, CR mimetic SO 94, GRK2 inh 0, VLA-4 inh 27, LAP4 TOR yeast 113 and MEP2-GFP yeast 112.
